# Assay outcomes: PubChem, NCI
# NCI-60 one-dose screen, 48 h, at 10 µM unless noted. Numbers give growth in % (100 = growth as untreated, 0 = no growth, -100 = all killed).
# SF-268: SF-268 CNS cancer cells. hit rate 3.1% among 82,000
# SN12C: SN12C renal cancer cells. hit rate 3.8% among 81,000. AID 1794767
# 786-0: 786-0 renal cancer cells; hit rate 5.1% among 81,000; AID 1794775
# DU-145: DU-145 prostate cancer; hit rate 4.2% among 81,000
# UO-31: UO-31 renal cancer; hit rate 5.2% among 81,000; AID 1794768
# U251: U251 CNS tumor cells | hit rate 5.4% among 80,000 | AID 1794753
# SF-539: SF-539 CNS cancer | AID 1794752 | hit rate 6.8% among 81,000
# PC-3: PC-3 prostate cancer cells | hit rate 3.9% among 80,000 | AID 1794754
# SF-295: SF-295 CNS cancer cells. hit rate 5.6% among 79,000
# The depositor's hits bear a star; / = not tested or not shown. How the source made its calls: active means growth percent below 10; inactive means the rest.
structure | SF-268 | SN12C | 786-0 | DU-145 | UO-31 | U251 | SF-539 | PC-3 | SF-295
CCCCCCCCOc1cc(/C=N/Nc2cc(C)nc3ccc(Cl)cc23)cc(OCCCCCCCC)c1OCCCCCCCC | 100 | 100 | 101 | 114 | 81 | 102 | 102 | 102 | 103
O=C1C2CC=CCC2C(=O)N1CNc1ccc(Cl)cc1 (stereo unspecified) | 97 | 91 | 89 | 106 | 47 | 94 | 86 | 77 | 106
O=c1/c(=C/c2ccccc2)sc2nc3ccccc3n12 | 100 | 104 | 97 | 107 | 88 | 94 | 103 | 101 | 101
CC(=O)O[C@H]1C[C@@]2(C)[C@@H](C[C@@H](O)[C@H]3[C@@]4(C)CC[C@H](NCc5ccccc5)[C@@H](C)[C@@H]4CC[C@@]32C)/C1=C(\CCC=C(C)C)C(=O)O | 84 | 76 | 84 | 99 | 59 | 77 | 72 | 60 | 73
COC(=O)c1ccc(N)cc1C(=O)OC | 115 | 109 | 100 | 112 | 93 | 93 | 110 | 95 | 128
CCCC(CC)(C(=O)Nc1ccc2nc(C)cc(N)c2c1)C(=O)Nc1ccc2nc(C)cc(N)c2c1 | 113 | 105 | 103 | 111 | 90 | 107 | 102 | 96 | 108
c1cc(C2=N[C@@H]3c4ccccc4C[C@@H]3O2)nc(C2=N[C@@H]3c4ccccc4C[C@@H]3O2)c1 | 97 | 97 | 99 | 104 | 95 | 101 | 97 | 98 | 87
CC(O)c1cnc(/C=C2\SC(=S)N(Cc3ccccc3)C2=O)s1 (stereo unspecified) | 84 | 96 | 59 | 53 | 93 | 55 | 92 | 34 | 102
CC/C(N)=N/S(=O)(=O)c1ccc(N)cc1 | 100 | / | 94 | 107 | 87 | 96 | 101 | / | 97
N/C(=N\c1nc2ccccc2s1)NC(=O)NC1CC1 | 97 | 99 | 96 | 102 | 90 | 104 | 97 | 94 | 95
COc1ccc(COC(=O)Sc2nc(C)cc(C)n2)cc1 | 114 | 108 | 96 | 117 | 98 | 97 | 109 | 100 | 113
O=C1CCCc2cc(OCCCCNC3CCCCC3)ccc2N1 | 111 | 100 | 104 | 111 | 81 | 101 | 96 | 119 | 100
CCN(c1ccc(C(=O)N2CCN(c3ccccc3)CC2)cc1)S(C)(=O)=O | 99 | 103 | 101 | 108 | 90 | 105 | 103 | 101 | /
O=C(C[n+]1ccccc1Br)c1ccc(Cl)cc1 | 95 | / | 90 | 109 | 102 | 99 | 95 | 98 | 97
O=C(Cc1ccc(/C=C/C(=O)c2ncc[nH]2)cc1)Nc1ccc(C(F)(F)F)cc1 | 14 | 30 | -43* | 17 | -42* | -89* | -10* | 37 | 23
COc1cccc(C2Cc3ncncc3-c3nc(N)c4cncnc4c32)c1 (stereo unspecified) | 92 | 107 | 92 | 98 | 76 | / | 99 | 86 | 98
CCCCCCCCCCCCCCCc1ccc(C(=O)C[n+]2ccccc2)cc1 | -87* | -61* | / | -98* | -97* | -42* | -98* | -91* | -75*
Cc1ccc(CN(C(=O)CNC(=O)OC(C)(C)C)C(C(=O)NC(C)(C)C)c2ccc3c(c2)OCO3)o1 (stereo unspecified) | 93 | 76 | 94 | 114 | 96 | 99 | 97 | 89 | 117
CCOc1cc(NC(=O)Nc2ccc(Oc3ccnc(C(=O)NC)c3)cc2F)ccc1Cl | 75 | / | 125 | 76 | 74 | 79 | 58 | 60 | 53
N[C@@H](Cc1ccccc1)[C@@H](O)C(=O)NCc1ccccc1 | 98 | 99 | 97 | 105 | 83 | 99 | 102 | 102 | 96
Nc1ccc(Oc2ccc(-c3ccccc3)cc2)cc1 | 109 | 92 | 101 | 130 | 87 | 105 | 113 | 99 | 97
CCc1c(Nc2ccc(Cl)c(Cl)c2)[nH]c(N)nc1=S | 93 | 91 | 82 | 79 | 80 | 83 | 93 | 83 | 70
COc1cc(-c2nn(Cc3ccccc3)c3c2-c2oncc2CC3)cc(OC)c1OC | 92 | 77 | 88 | 87 | 58 | 108 | 81 | 74 | 80
CC(=Nc1ccccc1)C1=C(O)C(Cc2ccc(F)cc2)NC1=O (stereo unspecified) | 55 | 49 | 48 | 8.3* | 44 | 28 | 19 | 18 | 8.2*
N#Cc1cc(-c2nc3ccccc3s2)c(=O)n(NS(=O)(=O)c2ccc(Cl)cc2)c1N | 98 | 98 | 105 | 110 | 70 | 102 | 94 | 99 | 110
OCC1OC(n2cnc3c(SCc4ccccc4)nc(F)nc32)C(O)C1O (stereo unspecified) | 105 | 106 | 109 | 116 | 99 | 103 | 99 | 97 | 99
O=C1/C(=C/c2ccccc2)Oc2ccc(O)c(O)c21 | 44 | 89 | 70 | 80 | 36 | 30 | 29 | 73 | 97
COc1ccccc1Cc1sc(NC(C)=O)nc1OC(C)=O | 105 | 102 | 97 | 108 | 92 | 98 | 112 | 90 | 98
CCN1CCN(CC(=O)N2c3cccc4cccc(c34)N(C(=O)CN3CCN(CC)CC3)C2c2cn(-c3ccccc3)nc2-c2cccc([N+](=O)[O-])c2)CC1 | 17 | -53* | / | 28 | -26* | -82* | -89* | 22 | -50*
Cc1nc2cc(O)c(O)cc2cc1Oc1ccc(NC(=O)Nc2ccc(Cl)c(Cl)c2)cc1 | 65 | 86 | 103 | 60 | 59 | 41 | 57 | 39 | 96
Nc1nc(=O)n(C2CC(O)C(CO)O2)cc1Cl (stereo unspecified) | 102 | 81 | 97 | 110 | 58 | 102 | 95 | 103 | 100
COc1cc(NC(C)CCCNC(C)C)c2ncccc2c1OC (stereo unspecified) | 105 | 86 | 87 | 113 | 58 | 92 | 86 | 91 | 100
CSCCC(C(=O)O)N1C(=O)/C(=C/c2ccc(O)c(O)c2)SC1=S (stereo unspecified) | 98 | 99 | 94 | 108 | 89 | 93 | 96 | 99 | 97
O=C1c2c(c3c4cc(Br)ccc4[nH]c3c3ccc4ccccc4c23)C(=O)N1O | 81 | 92 | 106 | 103 | 101 | 69 | 96 | 79 | 85
Cc1ccc(S(=O)(=O)Oc2c(Cl)cc(Cl)cc2Cl)cc1 | 102 | 102 | 90 | 103 | 83 | 94 | 98 | 97 | 97
C#Cc1cc(OC)c(C(=O)Nc2ccc(F)cc2C(=O)Nc2cccc(S(=O)(=O)C(F)(F)F)c2)cn1 | -38* | 17 | -79* | 47 | -85* | 0.5* | -87* | 4.9* | -83*
COc1cc(Br)cc2cc(C(=O)CSc3nc4ccccc4c(=O)n3-c3ccccc3)c(=O)oc12 | 91 | 100 | 103 | 105 | 86 | 90 | 109 | 90 | 102
COc1c2ccoc2cc2oc(-c3ccc(Cl)cc3)cc(=O)c12 | 93 | 98 | 108 | 115 | 88 | 93 | 112 | 87 | /
Nc1c(C(=O)Nc2ccncc2)sc2nc3c(cc12)CCCCCC3 | 100 | 86 | 75 | 93 | 78 | 76 | 80 | 90 | 82
CC(=O)c1ccc(C(C)(C)C)cc1 | 102 | 97 | 100 | 105 | 83 | 100 | 94 | 91 | 98
CCc1c(C(=O)NC)[nH]c(C)c1C(C)=O | 108 | 99 | 96 | 108 | 89 | 95 | 96 | 99 | 88
COc1ccccc1CCC(=O)O | 103 | 106 | 95 | 107 | 93 | 103 | 103 | 99 | 97
Cc1ccc(Cc2cnc(NC(=O)c3ccc(-n4cnnn4)cc3)s2)cc1 | 81 | 91 | 85 | 74 | 66 | 80 | 90 | 69 | 79
CC1(C)OCC([C@H]2O[P@](=O)(c3ccccc3)[C@@H](NCc3ccccc3)[C@H]3OC(C)(C)O[C@H]32)O1 (stereo partly specified) | 105 | 96 | 110 | 113 | 88 | 104 | 100 | 102 | 90
O=S(=O)(c1ccc(N=Cc2ccccc2O)cc1)N(c1ccccc1)C1C=CC=CC1 (stereo unspecified) | 93 | 97 | 96 | 105 | 85 | 89 | 98 | 94 | 93

# Five entries drawn at random from those above, as already listed:
structure | SF-268 | SN12C | 786-0 | DU-145 | UO-31 | U251 | SF-539 | PC-3 | SF-295
CC1(C)OCC([C@H]2O[P@](=O)(c3ccccc3)[C@@H](NCc3ccccc3)[C@H]3OC(C)(C)O[C@H]32)O1 (stereo partly specified) | 105 | 96 | 110 | 113 | 88 | 104 | 100 | 102 | 90
O=C1/C(=C/c2ccccc2)Oc2ccc(O)c(O)c21 | 44 | 89 | 70 | 80 | 36 | 30 | 29 | 73 | 97
Nc1c(C(=O)Nc2ccncc2)sc2nc3c(cc12)CCCCCC3 | 100 | 86 | 75 | 93 | 78 | 76 | 80 | 90 | 82
O=C(Cc1ccc(/C=C/C(=O)c2ncc[nH]2)cc1)Nc1ccc(C(F)(F)F)cc1 | 14 | 30 | -43* | 17 | -42* | -89* | -10* | 37 | 23
CC(=O)c1ccc(C(C)(C)C)cc1 | 102 | 97 | 100 | 105 | 83 | 100 | 94 | 91 | 98

# Continued.
structure | SF-268 | SN12C | 786-0 | DU-145 | UO-31 | U251 | SF-539 | PC-3 | SF-295
CCOC(=O)N/C(=C1/OCCN1C)[P+](c1ccccc1)(c1ccccc1)c1ccccc1 | 103 | 77 | 101 | 93 | 87 | 66 | 78 | 51 | 88
CC(CC(=O)c1ccccc1)c1ccccc1 (stereo unspecified) | 110 | 107 | 97 | 112 | 95 | / | 105 | 100 | 96
O=C(c1ccccc1)c1ccc(Cl)cc1 | 100 | 90 | 96 | 114 | 80 | 94 | 90 | 97 | 97
c1ccc(Sc2ccccc2)cc1 | 97 | 105 | 113 | 105 | 87 | 95 | 103 | 96 | /
C=C(C)[C@@H]1CC[C@]2(C)[C@H](CC[C@@H]3[C@H]4[C@@H](OC(=O)C(F)(F)F)C(C)(C)CC[C@]4(C(=O)O)CC[C@]32C)[C@@]1(C)CCC#N | 76 | 79 | 81 | 98 | 67 | 68 | 86 | 42 | 69
CC(c1ccccc1)C(OC(=O)c1cccc([N+](=O)[O-])c1C(=O)O)c1ccccc1 (stereo unspecified) | 109 | 103 | 103 | 128 | 78 | 109 | 98 | 94 | 104
FC(F)(F)c1ccc(/C=C/c2cc(/C=C/c3ccc(C(F)(F)F)cc3)n(-c3ccccc3)n2)cc1 | 94 | 103 | 99 | 101 | 72 | 103 | 105 | 100 | 102
CC(=O)c1c(C)c(C)c(C)c(C(C)=O)c1C | 113 | 110 | 109 | 111 | 86 | 103 | 94 | 99 | 102
CCN(CC)CCC(=O)Nc1cccc2c1C(=O)c1c(c(O)c3ccccc3c1O)C2=O | 57 | 59 | 4.9* | 51 | -68* | 65 | 38 | 45 | 26
COc1cc(NCCCN(CC(C)C)CC(C)C)c2ncccc2c1 | 90 | 88 | 91 | 106 | 81 | 96 | 102 | 70 | 89
COc1ccc(C2=NN(C(=O)c3ccc(S(C)(=O)=O)cc3)C(c3ccccc3)C2)c(OC)c1 (stereo unspecified) | 97 | 101 | 100 | 100 | 76 | / | 105 | 90 | 98
CCCCCCOC(=O)C(O)c1ccccc1 (stereo unspecified) | 102 | 108 | 115 | 112 | 94 | 99 | 106 | 97 | 113
CC1Cc2c(NCCO)ncnc2N(C)c2ccccc21 (stereo unspecified) | 112 | 102 | 98 | 118 | 94 | 104 | 105 | 102 | 105
C=CCC(OC(C)=O)c1ccc2c(c1)OCO2 (stereo unspecified) | 103 | 96 | 109 | 114 | 103 | 102 | 93 | 102 | 104
O=S(=O)(Nc1cccc(-n2cnc3cc(-c4ccc(O)cc4)ccc32)c1)C1CC1 | 32 | 35 | 40 | 28 | 21 | 18 | -12* | 40 | 12

# Reprinted from the part before: four entries, followed by the next part.
structure | SF-268 | SN12C | 786-0 | DU-145 | UO-31 | U251 | SF-539 | PC-3 | SF-295
CCCCCCOC(=O)C(O)c1ccccc1 (stereo unspecified) | 102 | 108 | 115 | 112 | 94 | 99 | 106 | 97 | 113
CC1Cc2c(NCCO)ncnc2N(C)c2ccccc21 (stereo unspecified) | 112 | 102 | 98 | 118 | 94 | 104 | 105 | 102 | 105
C=CCC(OC(C)=O)c1ccc2c(c1)OCO2 (stereo unspecified) | 103 | 96 | 109 | 114 | 103 | 102 | 93 | 102 | 104
O=S(=O)(Nc1cccc(-n2cnc3cc(-c4ccc(O)cc4)ccc32)c1)C1CC1 | 32 | 35 | 40 | 28 | 21 | 18 | -12* | 40 | 12
COc1ccc(-c2nc3c(ncc4ccc(C)nc43)s2)cc1 | 97 | 98 | 108 | 98 | 83 | 93 | 85 | 101 | 95
COc1ccc(CN2CCc3c(nc(N)nc3Sc3ccccc3)C2)c(OC)c1 | 97 | 103 | 104 | 114 | / | 94 | 113 | 103 | 116
OCC1OC(n2cnc3c(N/N=C\c4ccccn4)ncnc32)C(O)C1O (stereo unspecified) | 22 | 19 | 16 | 18 | -24* | 25 | 9.7* | 21 | -1.1*
O=C1O/C(=C2\C=C(c3ccccc3)OC2=O)C=C1c1ccccc1 | 104 | 101 | / | 108 | 87 | 103 | 101 | 97 | 109
COc1ccc(NC(=O)NNC2=NC(c3ccc(Cl)cc3)C(C(C)=O)=C(C)N2)cc1 (stereo unspecified) | 102 | 99 | 103 | 107 | 81 | 102 | 99 | 97 | 104
CCCCCC(=O)Oc1ccc(/C(=C(/C)Cc2ccc(OC)cc2)c2ccc(OCCCN(C)C)cc2)cc1 | 70 | 80 | 58 | 90 | 59 | 56 | 67 | 86 | 32
C(=N\Nc1ccccn1)/c1ccccn1 | -0.1* | 36 | -42* | 9.5* | -11* | 13 | 7.5* | 64 | 22
CC(=O)c1ccc(N2CCCCC2)cc1 | 101 | 90 | 99 | 112 | 97 | 111 | 111 | 100 | 111
COc1cccc(NC(=O)Nc2ccc(Oc3ncnc4sc5c(c34)CCCC5)cc2)c1 | 72 | 78 | 98 | 82 | 53 | / | 53 | 45 | 76
